# CHRM5 antagonist: blocks acetylcholine activation of human M5 receptor. inhibition, % at 3 µM. 360,000 compounds, 0.59% hits. P08912. CHO-hM5 cells, Fluo-8 calcium fluorescence, ACh EC80. AID 624040;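 active = inhibition above a per-plate cutoff, the mean of that plate's test compounds plus 3 SD, cut at about 27% in these data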;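 note: 0% = acetylcholine EC80 with DMSO and 100% = DMSO without agonist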
# TAAR1 ag: human TAAR1 agonism; CHO RD-HGA16 TAAR1, Fluo-8 calcium fluorescence; vehicle wells 0%, saturating PEA agonist 100%; activation, % at 3 µM; 360,000 compounds, 0.99% hits; AID 624467;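 active = activation above the mean activation of all test compounds in the run plus 3 SD, cut at about 38% in these data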
# Target sequence (Q96RJ0 whole entry, looked up): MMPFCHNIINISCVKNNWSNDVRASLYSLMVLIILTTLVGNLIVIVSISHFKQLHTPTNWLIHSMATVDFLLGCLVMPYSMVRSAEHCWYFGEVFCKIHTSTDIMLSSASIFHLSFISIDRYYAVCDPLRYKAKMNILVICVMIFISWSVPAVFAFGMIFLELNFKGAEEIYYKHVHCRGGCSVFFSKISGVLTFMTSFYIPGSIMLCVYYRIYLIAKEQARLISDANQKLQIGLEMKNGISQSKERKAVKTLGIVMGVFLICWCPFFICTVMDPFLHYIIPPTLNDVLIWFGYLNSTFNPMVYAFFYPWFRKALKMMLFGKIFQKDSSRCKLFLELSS
#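 test system = CHO RD-HGA16 cells carrying human TAAR1 plus Gα16 | schedule = 17-24 h seeding, 75 min 37 °C dye, 30 min RT | compound dosing = 3 µM single concentration | control set = DMSO and PEA EC100 | replicates = n 1 | signal = Fluo-8 fluorescence, 5 s baseline then 140 s kinetic read | measure = percent activation vs PEA EC100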
# M4 ag: agonists of human muscarinic M4 receptor (CHRM4); 360,000 compounds, 0.14% hits; P08173; activation, % at 3 µM; CHO-K1 hM4/Gqi5, Fluo-8 calcium fluorescence; vehicle 0%, full acetylcholine response 100%;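 active = activation above the run mean over all test wells plus 3 SD, cut at about 32% in these data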;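 note: peak over basal fluorescence ratio per well then scaled between controls; 0% = DMSO wells and 100% = acetylcholine at EC100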
# CHRM1 antagonist: human CHRM1 antagonism | inhibition, % at 3 µM | 360,000 compounds, 1.3% hits | CHO-K1 hM1, Fluo-8 calcium fluorescence, ACh EC80 antagonist | AID 588852 | P11229;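 active = percent inhibition above its own plate's cutoff, namely the mean of that plate's compound wells plus 3 SD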;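 note: peak over basal fluorescence ratio during 140 s after agonist addition; 0% = ACh EC80 plus DMSO and 100% = DMSO alone without agonist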
# Target sequence (P11229 whole entry, looked up): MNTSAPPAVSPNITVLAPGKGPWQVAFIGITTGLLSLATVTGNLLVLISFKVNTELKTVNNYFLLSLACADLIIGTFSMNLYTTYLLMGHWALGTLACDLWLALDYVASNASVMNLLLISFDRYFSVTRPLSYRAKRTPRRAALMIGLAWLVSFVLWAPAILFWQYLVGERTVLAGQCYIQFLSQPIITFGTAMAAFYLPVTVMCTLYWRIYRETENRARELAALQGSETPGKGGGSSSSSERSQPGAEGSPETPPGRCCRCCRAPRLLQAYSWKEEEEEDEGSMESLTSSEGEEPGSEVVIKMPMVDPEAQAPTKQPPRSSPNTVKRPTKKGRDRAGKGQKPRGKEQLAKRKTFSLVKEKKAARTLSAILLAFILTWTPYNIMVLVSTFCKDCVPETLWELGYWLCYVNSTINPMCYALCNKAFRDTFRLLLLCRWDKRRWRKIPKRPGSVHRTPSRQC
# CHRM5 agonist: agonists of human muscarinic M5 receptor (CHRM5); P08912; CHO-K1 hM5 cells, Fluo-8 calcium fluorescence; 0% DMSO wells, 100% maximal acetylcholine response; activation, % at 3 µM; 360,000 compounds, 0.19% hits;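 active = activation above the run's mean over test compounds plus 3 SD, cut at about 23% in these data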;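 note: signal is peak over basal fluorescence ratio across the kinetic read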
# CHRM4 antagonist: blocks acetylcholine activation of human M4 receptor. CHO-hM4 cells, ACh EC80, Fluo-8 calcium fluorescence. inhibition, % at 3 µM. 360,000 compounds, 0.73% hits;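 active = inhibition above its plate's cutoff, the mean inhibition of sample wells plus 3 SD, cut at about 27% in these data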;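 note: 0% = acetylcholine EC80 with DMSO and 100% = DMSO without agonist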
# M1 ag: human M1 muscarinic receptor agonism. CHO-K1 hM1, Fluo-8 calcium fluorescence, agonist mode; 0% DMSO, 100% acetylcholine EC100. activation, % at 3 µM. 360,000 compounds, 0.33% hits. AID 588814;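 active = activation above the run's mean compound activation plus 3 SD, cut at about 16% in these data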;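 note: peak over basal fluorescence ratio within a 140 s kinetic read after compound addition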
# CHRM5 PAM: CHRM5 positive allosteric modulation; P08912; CHO-K1 hM5, Fluo-8 calcium, ACh EC20 PAM; 0% = ACh EC20, 100% = ACh EC100; activation, % at 3 µM; 360,000 compounds, 0.3% hits; AID 624038;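 active = activation above the run cutoff, the mean activation of all test compounds plus 3 SD, cut at about 18% in these data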
#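 Measured by: Fluo-8 calcium fluorescence; material: human M5 receptor in CHO-K1 cells; schedule: Post-acetylcholine fluorescence recording 140 s; benchmarks: low control EC20 acetylcholine (0%), high control EC100 acetylcholine (100%); read-out: Max/basal fluorescence ratio as % of EC20–EC100 ACh window; compound: single dose, 3 µM nominal final test concentration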
# CHRM1 PAM: potentiates human M1 receptor response to acetylcholine. 360,000 compounds, 0.088% hits. CHO-K1 hM1, Fluo-8 calcium fluorescence, ACh EC20; 0% = ACh EC20, 100% = maximal ACh. AID 588819. activation, % at 3 µM; in the data active = activation above about 19%, passing the limit was not always enough
# * marks the source's active call; other numbers are inactive results; . = no result given. The list is partial (hit frequency here may not be typical).
smiles	CHRM5 antagonist	TAAR1 ag	M4 ag	CHRM1 antagonist	CHRM5 agonist	CHRM4 antagonist	M1 ag	CHRM5 PAM	CHRM1 PAM
CC(C)=CCN1CCN(Cc2cnc(N3CCOCC3)s2)CC1CCO (stereo not drawn)	5.0	6.3	2.9	-8.4	-3.9	-4.3	-11.4	-1.9	8.1
CC1(c2ccccc2)NC(=O)N(CC(=O)N2CCOCC2)C1=O (stereo not drawn)	1.1	12.4	0.6	6.3	-0.6	13.8	-4.2	-7.0	-8.8
CC(=C\C(=O)O)/C(=C/c1ccc(C)o1)C(=O)O	-11.5	-0.5	1.7	-9.7	-1.8	-14.6	-4.3	4.2	10.2
CN1CCN(C(=O)CCc2nc3ccccc3c(=O)[nH]2)CC1	2.8	5.7	0.2	-4.9	-1.9	4.3	-2.5	-2.1	7.6
O=C(Nc1cccnc1)c1cccc(S(=O)(=O)Nc2ccccc2F)c1	2.0	3.9	8.2	-4.5	-0.1	-18.3	-2.2	-3.2	2.1
CN(C)C1CN(Cc2cn(Cc3cccc(Cl)c3)nn2)S(=O)(=O)C1 (stereo not drawn)	-6.1	4.0	1.2	.	0.5	5.0	.	0.0	.
Nc1ccccc1C(=O)NNC1=C(C(=O)C(F)(F)F)CCC1	1.4	0.1	0.8	-6.0	2.5	5.7	-2.3	1.8	6.3
COCCCNc1nc2ccccc2nc1NS(=O)(=O)c1ccc(C)cc1C	6.0	0.3	0.7	1.7	-7.1	-2.8	-4.7	2.5	0.1
S=c1[nH]nc(COc2ccccc2)n1/N=C/c1cccc(Cl)c1Cl	4.3	-3.0	0.2	-23.4	-3.4	-0.2	-3.9	0.2	11.5
Cc1ccc(OCC(=O)NCC(=O)n2nc(C)cc2C)cc1	-4.2	13.7	0.3	-27.6	-3.1	2.3	-3.0	5.0	8.2
Cc1ccc(-c2nnc(-c3ccc(Br)cc3)o2)o1	-4.5	5.8	0.1	0.4	-1.1	-2.5	-3.6	3.8	-0.1
COc1ccccc1NC(=O)CNC(=O)c1ccccc1	-2.5	6.1	1.7	-37.2	0.8	-4.1	0.4	-4.2	1.6

# Reformatted: results already given
CC(C)=CCN1CCN(Cc2cnc(N3CCOCC3)s2)CC1CCO (stereo not drawn)
  CHRM5 antagonist = 5.0
  TAAR1 ag = 6.3
  M4 ag = 2.9
  CHRM1 antagonist = -8.4
  CHRM5 agonist = -3.9
  CHRM4 antagonist = -4.3
  M1 ag = -11.4
  CHRM5 PAM = -1.9
  CHRM1 PAM = 8.1
CN1CCN(C(=O)CCc2nc3ccccc3c(=O)[nH]2)CC1
  CHRM5 antagonist = 2.8
  TAAR1 ag = 5.7
  M4 ag = 0.2
  CHRM1 antagonist = -4.9
  CHRM5 agonist = -1.9
  CHRM4 antagonist = 4.3
  M1 ag = -2.5
  CHRM5 PAM = -2.1
  CHRM1 PAM = 7.6

# Further compounds
smiles	CHRM5 antagonist	TAAR1 ag	M4 ag	CHRM1 antagonist	CHRM5 agonist	CHRM4 antagonist	M1 ag	CHRM5 PAM	CHRM1 PAM
CCOC(=O)c1ccccc1OCc1cc(/C=N/NC(=O)c2cccnc2)ccc1OC	19.6	16.7	15.1	15.1	-1.9	12.7	-1.0	-19.0	-3.9
C=C(C)COc1ccc(-c2ncncc2Oc2ccc(OC)cc2)c(O)c1	6.7	4.0	0.7	-1.7	1.2	13.8	-3.7	0.1	3.3
COc1ccc(NS(=O)(=O)c2cccc(Cl)c2Cl)cc1S(=O)(=O)N1CCCCC1	7.6	3.8	5.5	5.7	2.7	5.5	-2.8	-13.2	-4.5
CCSc1nnc(NC(=O)CSc2nncc(=O)n2N)s1	14.6	1.7	0.4	-0.5	5.6	-3.8	-2.2	5.6	3.4
COC(=O)C1CC(O)CN1C(=O)c1ccco1 (stereo not drawn)	-4.5	2.1	0.4	0.5	-1.3	-1.3	-3.2	4.2	7.4
CCOC(=O)c1c(NC(=O)CN2C(=O)C(=O)N(C(C)C)C2=O)sc(C)c1CC	6.8	2.0	0.1	-14.0	-0.7	-22.0	-2.1	5.9	6.5
CC(=O)N1C(=O)/C(=C2\SC(=S)N(NC(=O)c3ccc(O)cc3)C2=O)c2ccccc21	1.4	6.0	0.8	-3.2	0.4	-2.8	-9.6	3.8	5.0
O=C(CSc1nc2c(c(=O)n1-c1ccc(Cl)cc1)SCC2)NCC1CCCO1 (stereo not drawn)	-1.5	-1.0	-1.5	-9.4	-6.8	5.7	-2.1	4.1	9.1
O=C(CCN1C(=O)C2C3C=CC(C3)C2C1=O)N1CCCCC1 (stereo not drawn)	9.4	0.7	2.1	-3.9	-0.9	-6.5	-2.1	0.0	2.2
O=C(Cc1cn2ccsc2n1)NCCc1ccc(F)cc1	1.1	10.7	0.3	-6.6	-0.5	3.3	-2.2	-6.3	4.1
COc1ccc(CCc2nnc(CCC(=O)NCC3CCCO3)o2)cc1 (stereo not drawn)	13.3	0.7	2.2	-14.2	-4.5	-18.5	-4.5	-4.6	9.9
CC1=C(C(=O)N(C)C)CC(CC(=O)NC2CCCC2)C(=O)N1Cc1ccc(F)cc1 (stereo not drawn)	-6.7	0.3	1.5	-11.8	-0.1	7.1	-3.3	3.5	2.2
Cc1cc(C)nc(N/N=C/c2c(CO)cnc(C)c2O)n1	10.1	2.2	0.3	-9.1	-1.7	4.2	0.3	1.2	8.7
O=C1Nc2ccccc2Nc2ncccc21	-1.1	-0.4	0.7	3.9	-1.4	4.1	-1.3	-0.9	1.6
COc1ccc(OC)c(-n2c(SCC(=O)Nc3cc(C)on3)nnc2-c2c[nH]c3ccccc23)c1	10.1	4.0	0.4	-8.4	-0.2	-9.4	2.3	-4.0	11.9
O=C(CN1CCOCC1)Nc1nc(-c2ccc(Cl)cc2)cs1	3.1	15.4	18.6	-3.4	3.1	-4.7	-1.1	-15.7	-1.5
CC(C)NC(=O)C1CCN(Cc2cccc(OCc3ccccc3)c2)CC1	-9.7	2.6	0.5	-28.2	-3.0	-21.9	-5.1	-3.5	21.9
O=C1CN(C(=O)c2c(F)cccc2F)C(c2ccc(F)cc2)c2cc(Br)ccc2N1 (stereo not drawn)	-2.3	3.8	7.6	-19.9	-2.9	-5.5	0.5	1.6	-7.2
CCOC(=O)Cc1[nH]nc2c1C(Cc1ccccc1)C(C#N)=C(N)O2 (stereo not drawn)	6.5	2.4	0.5	2.2	1.2	-6.0	-2.6	0.5	-2.8
CC(=O)c1cnn(-c2ccc(Cl)cc2)c1C	-1.2	-0.2	1.1	-7.5	1.3	-2.5	-2.0	7.2	17.0
CCOc1ccc(C(=O)CCC(=O)Nc2ccc(C)c(S(=O)(=O)N3CCCCC3)c2)cc1	10.3	-0.2	2.7	-6.9	-4.4	-0.2	-4.5	-5.3	0.6
O=C(CSc1nc2c(sc3ccccc32)c(=O)n1CCCN1CCCC1)NCC1CCCO1 (stereo not drawn)	-2.7	3.2	0.5	-1.7	-2.9	-5.7	-5.4	5.7	7.5
Cc1cc(Cl)ccc1OC(C)C(=O)NN1C(=O)c2ccccc2C1=O (stereo not drawn)	10.1	-2.4	-0.3	-0.2	-4.6	-1.8	-5.7	-0.7	5.2
COc1ccccc1C1OC2=C(Nc3ccc([N+](=O)[O-])cc3N2)C1=O (stereo not drawn)	10.3	4.8	1.9	-11.4	-1.7	0.1	0.3	-2.4	18.8
CC(OC(=O)C1CCN(c2ccc(C(F)(F)F)cn2)CC1)C(=O)NC1CCCCC1C (stereo not drawn)	-1.2	1.1	1.0	-6.5	4.8	-1.7	-2.1	1.7	2.4
CC(C)(C)c1ccc(C(CC(=O)O)NC(=O)c2ccccc2F)cc1 (stereo not drawn)	-0.5	0.8	0.5	-1.2	-1.1	1.3	-5.5	4.5	9.0
O=C(NCCN1CCNC1=O)C1CCC(=O)N(Cc2ccccc2F)C1 (stereo not drawn)	3.3	0.9	0.4	-11.6	-2.8	-0.6	-1.9	2.6	11.8
Cc1cccc(C)c1-n1nnnc1-c1nc2cc(Br)ccc2[nH]c1=O	1.2	1.8	0.0	.	1.7	2.7	.	-3.5	.
Cc1occc1-c1nnc(SCC(=O)N(C)CCC#N)n1N	-8.7	-0.9	0.9	-43.3	-0.5	3.0	-1.7	1.2	3.6
Cc1cc(C)c2c(-n3cccc3)c(C(=O)O)sc2n1	3.1	7.4	0.2	4.5	0.5	7.2	2.2	-6.0	0.2
O=[N+]([O-])c1ccccc1CNC1CCCc2ccccc21 (stereo not drawn)	9.9	2.7	-1.1	1.0	-4.5	-3.1	-5.1	0.2	6.7
O=C(CC1C(=O)NCCN1C1CCCC1)NCc1cccc(OC(F)(F)F)c1 (stereo not drawn)	-7.5	4.6	0.9	-4.0	-3.8	-4.3	-2.6	1.1	5.0
O=C(NNC(=S)NCCCN1CCOCC1)c1ccncc1	7.8	4.5	1.2	-2.1	2.5	-4.5	-0.4	-3.9	5.5
Cc1ccc(Cn2c(CN3CCN(C(=O)c4ccco4)CC3)nc3c2c(=O)n(C)c(=O)n3C)cc1	-1.2	2.8	0.5	-8.6	-1.6	-2.2	-3.3	-3.2	8.8
O=C(NCCc1ccc(Cl)cc1)c1ccc2c(c1)OCO2	-3.2	-0.2	4.9	-0.7	-1.4	-6.2	1.5	-3.5	3.8
CCN1CCN(C(=O)C(NS(=O)(=O)c2ccc3nc(C)sc3c2)C(C)C)CC1 (stereo not drawn)	-7.4	1.0	0.4	2.1	-2.3	-14.7	6.9	-5.1	19.7
O=C(CSc1nc2ccc([N+](=O)[O-])cc2[nH]1)c1ccc2ccccc2c1	11.7	6.5	6.6	21.2	-3.5	20.7	-1.4	-2.1	-8.3
CC(C)NC(=O)C(OC(=O)c1ccccc1)C(OC(=O)c1ccccc1)C(=O)O (stereo not drawn)	-2.2	3.7	0.2	-2.5	0.4	4.8	-3.7	-0.4	5.2
Cc1ccccc1CNS(=O)(=O)c1c(C(=O)N2CCCCC2)c(C)n(C)c1C	16.8	0.1	1.3	-3.7	-4.7	2.8	-1.3	-7.3	3.8
Nc1ccc2oc(=O)c3ccccc3c2c1	-0.1	6.7	0.3	11.5	-0.9	7.7	-3.1	2.2	1.5
COc1ccc(C=NNC(=O)CCCCC(=O)NN=Cc2ccc(OC)cc2)cc1	1.8	1.7	3.1	-13.6	0.7	-21.8	-2.1	14.6	7.1
COc1ccc(N(C(=O)c2cccnc2)S(=O)(=O)c2cc(OC)ccc2OC)cc1	7.0	3.6	4.2	-1.2	-0.6	5.5	0.6	-7.3	0.7

# Compounds shown so far that have a COOH group:
smiles	CHRM5 antagonist	TAAR1 ag	M4 ag	CHRM1 antagonist	CHRM5 agonist	CHRM4 antagonist	M1 ag	CHRM5 PAM	CHRM1 PAM
CC(=C\C(=O)O)/C(=C/c1ccc(C)o1)C(=O)O	-11.5	-0.5	1.7	-9.7	-1.8	-14.6	-4.3	4.2	10.2
CC(C)(C)c1ccc(C(CC(=O)O)NC(=O)c2ccccc2F)cc1 (stereo not drawn)	-0.5	0.8	0.5	-1.2	-1.1	1.3	-5.5	4.5	9.0
Cc1cc(C)c2c(-n3cccc3)c(C(=O)O)sc2n1	3.1	7.4	0.2	4.5	0.5	7.2	2.2	-6.0	0.2
CC(C)NC(=O)C(OC(=O)c1ccccc1)C(OC(=O)c1ccccc1)C(=O)O (stereo not drawn)	-2.2	3.7	0.2	-2.5	0.4	4.8	-3.7	-0.4	5.2

# Screening results as filed in PubChem BioAssay.
